Assay outcomes: PubChem BioAssay, National Center for Advancing Translational Sciences (NCATS)
PLK1 PBD block: blocks phosphopeptide binding to human PLK1 polo-box domain | Potency, µM, for inactives: max response, negative = inhibition, usual class: inhibitors | Plk1 PBD binding of FITC phosphopeptide, fluorescence polarization | 360,000 tested, 2.8% active | P53350; also: potency is read from the fitted curve at half-maximal effect; series mostly up to about 57 µM; % is scaled to controls: 0 for no effect and ±100 for the full control effect; nearly all actives have a fitted effect of over 65% in size
EPAC1 antagonist: EPAC1 (human) antagonism; 360,000 tested, 0.14% active; EPAC1 GEF assay, Rap1b-BODIPY-GDP exchange fluorescence; O95398; AID 720709; Potency, µM (titrated, usually from 115 µM), without a hit: at the highest dose activity change, negative = inhibition, most hits filed as inhibitors;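 also: potency is read from the fitted curve at half-maximal effect; plate controls were vehicle for no effect and positive control for full effect; nearly all actives have a fitted effect of over 50% in size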
IL-2 act: IL-2 activation; 360,000 tested, 0.065% active; IL-2 activation reporter assay, cell-based qHTS; stimulated with anti-CD3/CD4/CD28 beads; in transgenic mouse T cells; activation, % (series mostly up to about 46 µM); in the data active = activation above about 50%; inconclusive = mostly about 30% to 49%; also: 0% is about no effect
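First, unstimulated transgenic mouse T cells were exposed to compound for 60 min. Next, anti-CD3/anti-CD4-coated beads with anti-CD28 were added. Finally, after 18 h at 37 degrees C, EGFP and DsRed were imaged.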
GLP1R ag: activates the human GLP-1 receptor | P43220 | HEK293 GLP-1R CRE-luciferase, luminescence, 4-6 h; cells express a hypersensitive GLP-1R form | Potency, µM (series often up to 45.6 µM), for inactives: at the highest dose activation, hits mostly activators | 380,000 tested, 0.007% active; also: potency is read from the fitted curve at half-maximal effect; % of control where 0% means no effect
GLP-1R inv ag: inverse agonists of human GLP-1 receptor | P43220 | HEK293 GLP-1R CRE-luciferase, luminescence, 24 h; GLP-1R form is constitutively active | Potency, µM (titrated, usually from 38.3 µM), for the others: at the top dose activity change, negative = inhibition, most hits filed as inhibitors | 410,000 tested, 1.6% active | AID 624417; also: potency is read from the fitted curve at half-maximal effect; % is scaled to controls: 0 for no effect and ±100 for the full control effect; nearly all actives have a fitted effect of over 55% in size
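Stable HEK293 clone (constitutively active GLP-1R + cAMP-response luciferase); 200 cells/uL plated, 12 h pre-culture, compound 24 hr, 37 deg C/5% CO2; detection reagent 12 min RT; luminescence.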
EPAC1 ag: activates human EPAC1 exchange factor. Potency, µM (titrated, usually from 154 µM), inactives show at the top dose activation, hits mostly activators. 360,000 tested, 0.073% active. AID 720707. O95398. EPAC1 agonist qHTS, biochemical assay; response scale: 100% = response to 6.5 mM cAMP; also: potency is read from the fitted curve at half-maximal effect; nearly all actives have a fitted effect of over 60% in size
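Compounds were pinned as a concentration titration into mixtures of EPAC1 (100 nM), BODIPY-GDP-loaded Rap1B (250 nM) and GDP (50 uM). After 5 min at room temperature, fluorescence was followed for 30 min; activity was scaled to 6.5 mM cAMP.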
PTHR1 agonist: PTHR1 (human) receptor agonism; Q03431; HEK293 GP2 PTHR1 cells, GloSensor cAMP luminescence, 1 h; Potency, µM (top dose mostly 115 µM), without a hit: at the highest dose activation, actives largely listed as activators; 410,000 tested, 0.075% active; also: potency is read from the fitted curve at half-maximal effect; nearly all actives have a fitted effect of over 55% in size; some results filed as inactive show a strong effect at the top dose; inactives centre near -15; many of its hits are not listed in these tables
Target sequence (Q03431 whole entry, looked up): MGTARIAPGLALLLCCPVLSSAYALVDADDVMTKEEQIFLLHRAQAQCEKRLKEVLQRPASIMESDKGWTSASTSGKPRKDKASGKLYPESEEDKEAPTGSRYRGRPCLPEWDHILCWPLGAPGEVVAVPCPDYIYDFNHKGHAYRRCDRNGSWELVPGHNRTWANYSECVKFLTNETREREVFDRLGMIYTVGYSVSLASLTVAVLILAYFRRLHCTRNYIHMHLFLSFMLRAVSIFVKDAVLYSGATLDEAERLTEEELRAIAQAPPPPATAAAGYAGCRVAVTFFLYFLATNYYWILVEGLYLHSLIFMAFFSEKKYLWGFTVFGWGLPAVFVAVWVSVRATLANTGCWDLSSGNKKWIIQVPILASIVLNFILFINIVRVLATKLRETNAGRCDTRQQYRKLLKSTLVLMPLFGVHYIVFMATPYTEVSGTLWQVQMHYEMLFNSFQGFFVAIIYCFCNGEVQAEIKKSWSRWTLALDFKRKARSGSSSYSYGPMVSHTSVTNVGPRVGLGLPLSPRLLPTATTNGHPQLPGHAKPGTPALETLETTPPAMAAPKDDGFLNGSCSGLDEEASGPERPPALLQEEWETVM
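HEK-293-derived GP2 cells expressing PTHR1 and a GloSensor cAMP reporter, 3,000/well, plated overnight, given luciferin plus IBMX (each 0.5 mM as added) for 1 h at 37 °C, then compound for 1 h at 37 °C. Luminescence was read after 15 min at room temperature.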
GLP1R cytotox: cytotoxicity counter-screen for GLP-1 receptor inverse agonists. HEK293 cAMP-luciferase reporter cells, luminescence, 24 h. Potency, µM (titrated, usually from 38.3 µM), for inactives: top-dose activity change, negative = inhibition, usual class: inhibitors. 410,000 tested, 0.13% active;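 also: loss of luciferase light is scored as toxicity; potency is read from the fitted curve at half-maximal effect; % is scaled to controls: 0 for no effect and ±100 for the full control effect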
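Luminescence readout: signal drop marks cytotoxicity. Plated cells grew 12 h at 37 °C, 5% CO2, received 23 nL compound for 24 h, then got luciferase reagent, read after 12 min at RT.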
PI5P4Ka inh: PI5P4K alpha (human) kinase inhibition | P48426 | PI5P4Kalpha enzyme, ADP-Glo luminescence, 60 min; active compounds read low | max response, % | 330,000 tested, 1.2% active; active = max response of -50% or lower; inconclusive = between -30% and -50%; inactive = -30% or higher; also: value at the top dose of about 77 µM; % is scaled to controls: 0 for no effect and ±100 for the full control effect
Target sequence (P48426 whole entry, looked up): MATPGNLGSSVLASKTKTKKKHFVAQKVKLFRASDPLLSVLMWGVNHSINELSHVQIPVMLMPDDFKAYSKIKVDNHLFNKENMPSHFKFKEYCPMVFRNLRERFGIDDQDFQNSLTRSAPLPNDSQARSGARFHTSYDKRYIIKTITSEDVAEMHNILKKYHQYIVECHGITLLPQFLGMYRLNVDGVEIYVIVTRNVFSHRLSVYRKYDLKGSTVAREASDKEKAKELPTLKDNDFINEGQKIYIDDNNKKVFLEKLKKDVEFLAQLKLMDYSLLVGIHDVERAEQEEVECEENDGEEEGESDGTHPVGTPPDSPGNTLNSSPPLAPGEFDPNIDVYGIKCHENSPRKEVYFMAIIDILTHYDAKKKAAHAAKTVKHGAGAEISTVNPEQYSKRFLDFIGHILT
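ADP-Glo luminescence end-point after a 60 min room-temperature kinase reaction. PI5P4Kalpha and substrate in HEPES pH 7.4 buffer with EGTA, 0.1% CHAPS and 5% DMSO; ATP at 5 microM final.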
* marks the source's active call; other numbers are inactive results; i = inactive; ? = inconclusive; / = no result given; & = joins results of further samples; [ ] = another dose, or the depositor's remark. Unless noted, calls follow the shape of the dose curve; as a rule, active = well fitted curve in the direction sought with a large enough effect; inconclusive = small, poorly fitted or top-dose-only effect, or another doubt; inactive = no such curve, though single readings can be large; an effect the other way counts as inactive or inconclusive. An excerpt. The share of hits here may be higher or lower than overall.

SMILES | PLK1 PBD block | EPAC1 antagonist | IL-2 act | GLP1R ag | GLP-1R inv ag | EPAC1 ag | PTHR1 agonist | GLP1R cytotox | PI5P4Ka inh
CCC(Cc1ccccc1)NC(=O)C1CCC(CNc2c(N3CCCC3)c(=O)c2=O)CC1 (stereo not given) | 16% | 0% | -3.4 | 6% | 7% | 2% | 20% | 13% | -7
COc1cc(/C=N/NC(=O)c2ccoc2C)ccc1OCCN1CCCCC1 | -11% | -5% | 3.1 | 6% | 45%[activator] | -1% | 23% | -38% | 1
CCCN(CCC)S(=O)(=O)c1ccc(C(=O)NCc2ccco2)cc1 | -10% | -5% | 1.3 | -2% | -32% | 5% | i | -5% | 1
COc1ccc(C(=O)Nc2ccc(O)c3c(=O)cc(-c4cccc(Cl)c4)oc23)cc1 | -3% | -3% | 0.3 | 1% | 9% | 6% | -7% | 5% | -10
c1ccc(CN2CCN(c3ncnc4nc[nH]c34)CC2)cc1 | -14% | 5% | -0.9 | 2% | -16% | 10% | i | 4% | -1
CCOc1ccc(-c2nnn(CC(=O)NCc3ccco3)n2)cc1 | 1% | -7% | -1.2 | -4% | -6% | 9% | i | 1% | -3
CCOC(=O)C1CCCN(Cc2ccc3c(c2)OCO3)C1 (stereo not given) | 0% | -7% | -2.6 | 2% | 0% | 13% | i | 4% | /
CCC(C)C(CO)NCCCn1cnc(C(=O)Nc2ccc(C)c(C)c2)n1 (stereo not given) | -1% | -10% | 0.1 | 0% | ? | -22% | 9% | 1% | -1
Cn1c(=O)c2cc(NC(=O)OCCF)ccc2n1Cc1cccc(C(F)(F)F)c1 | 1% | 1% | -0.5 | 2% | 22% | -11% | -30%[inhibitor] | 0% | -1
OCC1OC(n2cnc3c(SCc4ccccc4)ncnc32)C(O)C1O (stereo not given) | 1% | -4% | -1.3 | -3% | -6% | 2% | i | -14% | -3
CCCc1cc(=O)oc2c3c(cc(OCC(=O)NCCN4CCOCC4)c12)OC(C)(C)CC3 | -4% | -19% | -0.4 | 21% | 15% | -6% | -31%[inhibitor] | 0% | -3
Cn1cc(Br)c(C(=O)NN2C(=O)C3C(C2=O)C2C=CC3C23CC3)n1 (stereo not given) | -1% | -6% | -0.5 | 11% | 6% | -11% | -16% | -16% | 2
CC[n+]1c(/C=C/Nc2ccccc2)oc2ccc(OC)cc21 | 16% | 4% | 10 | 0% | -22% | -1% | i | 1% | 2
O=C(Cc1ccc(Br)cc1)NC1CCN(Cc2ccccc2)CC1 | -3% | 15% | -0.9 | 1% | ? | 2% | -27% | -4% | -5
CSc1cccc(NC(=O)CCn2c(=O)c3cccn3c3cccnc32)c1 | -4% | 0% | -1.9 | 13% | 19% | 10% | -21% | 2% | 0
Cc1cccc(C(=O)NCC(=O)NC(C)CCc2ccccc2)c1 (stereo not given) | -2% | 17% | -5.6 | -4% | ? | 9% | -19% | -9% | 2
CCN(CC)c1ccc(NC(=O)COC(=O)/C=C/c2nc3ccccc3s2)cc1 | -5% | 14% | 0.9 | 8% | 4% | 2% | -19% | -14% | 6
O=C(Nc1cccc(C(F)(F)F)c1)Nn1cnnc1 | -16% | 3% | -1.6 | -5% | 5% | -7% | i | 8% | 1
CN(C)C(=O)C(NC(=O)c1ccccc1)=C(Cl)Cl | -4% | -7% | -2.5 | 0% | 2% | 7% | i | -7% | -2
CCOC(=O)c1ccccc1NC(=O)CSc1nc2ccncc2[nH]1 | -18% | -10% | -3.2 | -4% | 48%&8%[activator] | 14% | -26% | -12%&4% | -1
O=C(c1cc2ccccc2o1)N(Cc1ccco1)Cc1cccs1 | -11% | -27% | -4.5 | 16% | ? | 12% | -6% | 8% | -11
CCN(CC(=O)NCc1ccc(F)cc1)S(=O)(=O)c1ccc(C)cc1 | 3% | 11% | 0.4 | -3% | ? | -4% | -28% | 1% | 7
CCOC(=O)C1=CNS(=O)(=O)NC1c1ccc(C[C@H](NC(=O)CNC(=O)CCc2ccccc2)C(N)=O)cc1 (stereo not given in full) | -16% | -24% | -0.6 | -3% | 18% | -6% | i | 0% | -1
CC(=O)c1c(C)[nH]c(C2=NNC(=NCc3ccccc3)SC2)c1C | -19% | ? | 0.6 | 5% | 3% | 4% | -30% | 4% | -1
CC1(C(=O)NCc2ccccc2)CCC(=O)N1CCCn1ccnc1 (stereo not given) | -5% | -2% | 2.1 | -2% | 7% | 3% | -9% | 0% | -3
O=C(CN1C(=O)CSc2ccc(S(=O)(=O)N3CCCCC3)cc21)NCc1ccc(F)cc1Cl | / | / | / | -4% | ? | / | -7% | -11% | /
COc1ccc2c(=O)c(-c3ccccc3)c(C)oc2c1 | -8% | 6% | 1.2 | 12% | 0% | 3% | i | -21% | -2
O=C(CSc1nc2cc(Cl)ccc2s1)NC(=O)NCc1ccco1 | -15% | -24% | -0.4 | -1% | 3% | 11% | ? | 3% | /
CCOc1ccccc1N(C)C(=O)c1sc2ncn(CC(=O)N3CCCCC3C)c(=O)c2c1C (stereo not given) | 2% | -4% | 1.3 | 7% | -8% | 0% | -22% | -9% | 0
Cn1c(N)c(C(=O)COC(=O)Cc2cccs2)c(=O)n(C)c1=O | 5% | 8% | 0.9 | -3% | 22% | 9% | -22% | -2% | 5
O=C(NCc1cccs1)c1nc2c(nnn2Cc2ccccc2Cl)c(=O)[nH]1 | -14% | -25% | 0.8 | -11% | ? | -6% | -22% | ? | ?
CCCCN(C)CCNC(=O)Cn1ncc2c(=O)oc3ccc(C)cc3c21 | -13% | 9% | -0.6 | -7% | 5% | -13% | i | 0% | 4
COc1cccc(CN(C)C(=O)c2ccc(NS(=O)(=O)c3ccc4[nH]c(=O)[nH]c4c3)cc2)c1OC | 3% | -21% | -1.2 | 6% | 11% | 1% | i | -3% | 0
O=[N+]([O-])c1cccc(S(=O)(=O)Nc2ccccn2)c1 | -2% | -1% | 0.6 | 3% | 5% | 2% | -10% | 4% | 0
CCOc1ccccc1-c1cc(C(=O)N/N=C/c2cccnc2)c2ccccc2n1 | -6% | 4% | 1.0 | 6% | 17% | 5% | i | -6% | 10
CCOc1ccccc1NC(=O)C1CCCN(S(=O)(=O)c2ccccc2)C1 (stereo not given) | -15% | -29% | -2.1 | 5% | ? | 10% | -10% | 2% | 2
Brc1ccc(CSc2nnc(-c3ccco3)o2)cc1 | 6% | -6% | -0.6 | 4% | 21% | -4% | -24% | 17% | 4
CS(=O)(=O)c1ccc(-c2nnn(CC(=O)Nc3ccc4c(c3)OCCO4)n2)cc1 | -10% | 6% | 1.1 | 4% | 9% | 5% | -3% | -12% | 2
Cc1nnc(NC(=O)c2ccc(N3CCCC3=O)cc2)s1 | -1% | -26% | -0.6 | 7% | 8% | -17% | i | -4% | -20
CCN(CC)S(=O)(=O)c1cccc(NC(=O)c2cccc(S(=O)(=O)N3CCCC3)c2)c1 | -4% | -20% | 0.1 | -5% | ? | -6% | -2% | -4% | 3
c1ccc(C2c3[nH]c4ccccc4c3CCN2Cc2cccn2-c2cccnc2)nc1 (stereo not given) | -9% | 18% | -1.9 | -7% | ? | 0% | -12% | 3% | 0
COc1ccc(NC(=O)c2cc3ccccc3o2)cc1OC | 24µM* | -7% | -0.1 | 0% | 17% | 5% | -21% | 8% | 3
Cn1cnc([N+](=O)[O-])c1SCC(O)CN1CCCCC1 (stereo not given) | -5% | -2% | -2.0 | -1% | 6% | -2% | i | -7% | -7
O=C(CCl)NC(Cc1ccccc1)C(=O)OCC(=O)c1ccc(-c2ccccc2)cc1 (stereo not given) | 1% | -1% | -5.4 | -2% | ? | 6% | -6% | ? | 14
C(#CC12CC3CC(CC(C3)C1)C2)CN1CCOCC1 | 1% | -3% | -0.5 | -1% | -10% | 7% | -8% | 1% | 6
CC1(C)CC(=O)C=C(Nc2ccc(OCC(F)(F)C(F)F)cc2)C1 | 0% | 3% | -0.2 | 16% | ? | -11% | i | -16% | 6
O=C(Cn1c(Cc2ccccc2)nc2ccccc21)NCc1ccc2c(c1)OCO2 | 4% | -2% | 0.1 | 8% | -8% | -8% | -66%[inhibitor] | -5% | -13
CCOc1ccc(-c2c(C(=O)N/N=C(\C)c3ccco3)nnn2-c2nonc2N)cc1 | -11% | -21% | -1.5 | -1% | 2% | 9% | -2% | 1% | -5
Cc1cccc(NS(=O)(=O)c2cnc[nH]2)c1 | -1% | 22% | -0.4 | 2% | 15% | 1% | i | -1% | 6
Cc1cc(C(=O)N2CCC2(C)C(=O)Nc2ccc3[nH]ncc3c2)nn1C (stereo not given) | 4% | 18% | -0.2 | -2% | 0% | -10% | -12% | 1% | 3
CSC1=NCCN1C(=O)c1cccc(Br)c1 | 0% | 0% | 1.7 | -7% | 2% | 0% | -1%[57.5 µM] | -12% | 4
COC(=O)COC(=O)CC(CC(N)=O)c1ccccc1 (stereo not given) | -2% | -19% | 0.8 | -7% | -5% | 15% | i | -4% | 0
Cc1ccc(OCc2nc3ccccc3n2C(C(=O)NC(C)(C)C)c2ccccc2)cc1 (stereo not given) | 2% | -17% | -0.9 | / | ? | -6% | -36% | 2% | 0

Entries of single compounds, quoted from the list. Screens in order: PLK1 PBD block	EPAC1 antagonist	IL-2 act	GLP1R ag	GLP-1R inv ag	EPAC1 ag	PTHR1 agonist	GLP1R cytotox	PI5P4Ka inh
CC1(C)CC(=O)C=C(Nc2ccc(OCC(F)(F)C(F)F)cc2)C1 is listed as 0%	3%	-0.2	16%	?	-11%	i	-16%	6
CCOc1ccc(-c2c(C(=O)N/N=C(\C)c3ccco3)nnn2-c2nonc2N)cc1 is listed as -11%	-21%	-1.5	-1%	2%	9%	-2%	1%	-5
COc1ccc(NC(=O)c2cc3ccccc3o2)cc1OC is listed as 24µM*	-7%	-0.1	0%	17%	5%	-21%	8%	3
